# TSHR antag: antagonists of human thyroid stimulating hormone receptor. P16473. activity change, negative = inhibition, % at 11.5 µM. 0.2% of 330,000 active. AID 504810. TSHR-expressing cells, TSH-stimulated cAMP HTRF, 2 h; stronger effect = lower value;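 active = activity change below a set negative limit, meaning inhibition stronger than a set level, cut at about -70% in these data; inconclusive = activity change between two set negative limits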; note: % is set by controls: 0 for no effect and ±100 for the full control effect
#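 TSHR-expressing cells, 200/well, pre-treated with compound, then stimulated with EC80 TSH (4nM final) for 2 hours at 37 deg C. cAMP measured by competitive HTRF: anti-cAMP cryptate antibody in lysis buffer plus cAMP-d2, read after 30 minutes at room temperature.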
# MLL CXXC-DNA inh: MLL CXXC-DNA interaction inhibition; Q03164; MLL-CXXC / FITC-HOXA9 DNA fluorescence polarization; Potency, µM (highest dose often 115 µM), without a hit: at the highest dose activity change, negative = inhibition, hits mostly inhibitors; 0.037% of 290,000 active; active = well fitted inhibition curve with a large enough effect in the polarisation, with a control signal flat, not every such curve was filed as active; inconclusive = small, poorly fitted or top-dose-only effect, or effect the other way, or a change in a side signal; inactive = no such curve, though single readings can be large or run the other way; the % refers to the polarisation; note: potency is the fitted concentration of half-maximal effect
#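 Fluorescence polarization: 7 uM MLL-CXXC (stock) preincubated 5 min with compounds, then 50 nM fluorescein-HOX-A9 DNA (stock) added; 30 min ambient. Buffer 50 mM Tris-HCl pH 7.5, 50 mM NaCl, 1 mM DTT, 0.05% BSA.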
# BCR signal inh: blocks chronic active B-cell receptor signaling. ABC-DLBCL IkBa-CBG/CBR reporter, luminescence ratio, 4 h. AID 493014. 0.05% of 340,000 active. Potency, µM (doses to about 46.1 µM), for the others: at the top dose ratio change, negative = lower green/red ratio, actives largely listed as inhibitors; active = well fitted inhibition curve with a large enough effect in the signal ratio, with a control signal flat, not every such curve was filed as active; inconclusive = small, poorly fitted or top-dose-only effect, or effect the other way, or a change in a side signal; the % refers to the signal ratio;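 note: potency is the fitted concentration of half-maximal effect; plate controls were basal doxycycline-induced cells for no effect and cells given 10 µM MG132 for full effect; MG132 reads +100%, hits lower the ratio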
#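 Compounds up to 46 uM were incubated four hours with TMD8 cells whose green CBG68 luciferase is fused to IkappaBalpha; red CBR luminescence normalised the signal, and concentration-effect curves were fitted to fusion, red and ratio data.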
# TCR activator: activators of T cell receptors | 330,000 tested, under 10 active | AID 504894 | Potency, µM (series often up to 9.22 µM), without a hit: at the top dose activation of IL-2 secretion, most hits filed as activators | primary human leukocytes, anti-CD3, IL-2 HTRF, 48 h; note: % of control where 0% means no effect
#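 Compounds are tested in HTS on primary human leukocytes co-incubated with a-CD3 beads for 48 hr. IL-2 output is measured by time-resolved FRET.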
# Coupling enz: inhibits coupling enzyme system, counter-screen for aldolase hits. coupling enzyme system counterscreen, AmpLite Red fluorescence. activity change, negative = inhibition, % at 58.2 µM, hits read low. 0.67% of 290,000 active. AID 2472; in the data active = activity change below about -30%; note: % is set by controls: 0 for no effect and ±100 for the full control effect
#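 Coupling enzymes only (glyceraldehyde-3-phosphate) + compound, at 57.5 uM final, 10 min RT; add substrate/coupling/AmpLite Red mix, 20 min RT; fluorescence ex 525/em 598 nm. Actives flag coupling-system interference.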
# Giardia killer: Giardia lamblia killing; activity change, % at 7.66 µM, hits read low; 0.15% of 340,000 active; Giardia lamblia trophozoite viability; in the data active = activity change below about -80%; inconclusive = between about -30% and that limit;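 note: parasites exposed to compound for two days anaerobically before the ATP read; % is set by controls: 0 for no effect and ±100 for the full control effect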
#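 Viability, read as ATP luminescence: trophozoites at 100 cells/well, compound added, 48 hrs anaerobic at 37 deg C, then 15-30 min room-temperature development before reading.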
# Tb PFK inh: blocks T. brucei phosphofructokinase. O15648. T. brucei PFK, ADP-Glo luminescence. Potency, µM (doses to about 57.5 µM), for inactives: top-dose activity, negative = inhibition, usual class: inhibitors. 0.17% of 330,000 active. AID 485367;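 note: potency is the fitted concentration of half-maximal effect; 0% = uninhibited 1x PFK enzyme wells and -100% = no-enzyme wells; nearly all actives have a fitted effect of over 60% in size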
# Target sequence (O15648 whole entry, looked up): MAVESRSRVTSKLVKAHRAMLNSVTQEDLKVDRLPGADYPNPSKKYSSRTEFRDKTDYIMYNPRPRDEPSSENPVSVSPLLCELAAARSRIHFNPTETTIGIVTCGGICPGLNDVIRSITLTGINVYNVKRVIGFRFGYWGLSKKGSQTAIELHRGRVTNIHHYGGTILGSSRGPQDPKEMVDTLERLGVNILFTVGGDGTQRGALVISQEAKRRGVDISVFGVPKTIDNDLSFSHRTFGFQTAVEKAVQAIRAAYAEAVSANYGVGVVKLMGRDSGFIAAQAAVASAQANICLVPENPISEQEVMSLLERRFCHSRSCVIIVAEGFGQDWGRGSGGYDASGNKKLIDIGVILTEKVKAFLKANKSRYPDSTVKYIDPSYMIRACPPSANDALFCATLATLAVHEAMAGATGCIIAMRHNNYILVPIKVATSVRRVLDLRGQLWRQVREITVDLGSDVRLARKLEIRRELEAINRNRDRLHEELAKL
#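 In TEA buffer at pH 8.0 with 5 mM MgCl2, enzyme (1.25 nM) converted F6P (0.5 mM) and ATP (0.1 mM) for 45 min at room temperature. ADP product was read by luciferase luminescence.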
# KCNH2 WT inh: inhibitors of human wildtype KCNH2 potassium channel. U2OS, BacMam KCNH2, thallium flux FluxOr; stronger effect = lower value. activity change, % at 1.84 µM. 0.37% of 340,000 active;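 active = maximum activity change below -70%; inconclusive = maximum activity change between -70% and -50%; inactive = maximum activity change above -50%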; note: % is set by controls: 0 for no effect and ±100 for the full control effect
#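 U2OS cells transduced with wild-type KCNH2 virus are loaded with FluxOr dye for 45 min, and thallium flux is measured in kinetic reads before and after stimulation buffer. Rate constants are normalized to DMSO controls.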
# GALK inhibitor: blocks human galactokinase activity; P51570; Purified GALK, Kinase-Glo residual ATP luminescence; Potency, µM (doses to about 57.5 µM), without a hit: at the top dose activity change, negative = inhibition, most hits filed as inhibitors; 0.007% of 270,000 active; AID 1868; note: potency is the fitted concentration of half-maximal effect; % is set by controls: 0 for no effect and ±100 for the full control effect
# Target sequence (P51570 whole entry, looked up): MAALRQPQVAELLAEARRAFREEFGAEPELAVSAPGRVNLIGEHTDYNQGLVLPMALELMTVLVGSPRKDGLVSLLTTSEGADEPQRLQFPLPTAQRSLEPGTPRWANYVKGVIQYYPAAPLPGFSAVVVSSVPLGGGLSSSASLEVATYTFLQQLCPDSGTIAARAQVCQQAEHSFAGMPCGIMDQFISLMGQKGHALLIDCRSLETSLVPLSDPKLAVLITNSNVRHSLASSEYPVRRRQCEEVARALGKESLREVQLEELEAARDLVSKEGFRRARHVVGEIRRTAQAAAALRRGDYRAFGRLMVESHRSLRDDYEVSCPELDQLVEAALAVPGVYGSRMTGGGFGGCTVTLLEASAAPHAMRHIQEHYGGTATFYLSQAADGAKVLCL
#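 GALK at 5 nM final was combined with compound, 35 uM ATP and 100 uM galactose in HEPES pH8.0 with MgCl2 and DTT. The reaction ran one hour at room temperature before luminescent ATP detection.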
# A-T KAP1 phos: potential ataxia-telangiectasia treatments restoring KAP-1 phosphorylation; […] A-T fibroblasts, KAP-1 phosphorylation AlphaLISA; neocarzinostatin DNA damage 30 min before lysis; AID 485349; Potency, µM (highest dose often 57.5 µM), without a hit: top-dose activation, usual class: activators; 0.19% of 320,000 active; note: potency is the fitted concentration of half-maximal effect; % of control where 0% means no effect; nearly all actives have a fitted effect of over 45% in size
#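 ATM-like activity read as KAP-1 phosphorylation via AlphaLISA donor/acceptor antibody pairs after lysis and 6 hr at 25C. Cells were ATM-null patient fibroblasts ([…], hTERT), dosed 60 min, then exposed to the DSB inducer NCS for 30 min.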
# An asterisk follows results filed as active; ? = inconclusive; . = no result given; [ ] = remark or other dose. Unless noted, calls come from the whole dose curve; as a rule, active = well fitted curve in the direction sought with a large enough effect; inconclusive = small, poorly fitted or top-dose-only effect, or another doubt; inactive = no such curve, though single readings can be large; an effect the other way counts as inactive or inconclusive.
SMILES,TSHR antag,MLL CXXC-DNA inh,BCR signal inh,TCR activator,Coupling enz,Giardia killer,Tb PFK inh,KCNH2 WT inh,GALK inhibitor,A-T KAP1 phos
O=C(O)CCCCCCNC(=O)c1cncc(O)c1,7,-4%,0%,1%,4,0,1%,1,-1%,-4%
CN(Cc1cccs1)C(=O)CCc1ccc(S(=O)(=O)N2CCOCC2)cc1,13,4%,1%,.,10,-10,0%,-10,2%,9%
COc1cc(/C=N/n2c(COc3ccccc3)n[nH]c2=S)cc(OC)c1OC(C)=O,-14,24%,?,5%,1,-22,-7%,1,0%,-2%
CCOC(=O)C1=C(C)Nc2ccccc2N=C1N,1,5%,5%,-1%,4,-6,-1%,3,3%,-3%
COc1ccc2oc(C(=O)Nc3nc(-c4ccccn4)cs3)c(C)c2c1,-17,.,?,2%,.,2,-6%,0,.,-2%
Cc1ccc(NC(=S)N2CCC(C(N)=O)(N3CCCCC3)CC2)c(C)c1,0,-2%,-18%,-5%,1,13,0%,-18,-2%,6%
COc1ccccc1C1CCN(C(=O)c2cnn(-c3ccccc3)c2C)CC1,-19,-7%,0%,2%,0,7,0%,-5,-1%,6%
CCCCn1ccc(O)c(Cc2ccc(F)cc2)c1=O,5,11%,13%,-2%,1,-21,-2%,-1,0%,5%
Cc1ccnc(NC(=O)C2CC(=O)N(c3ccc4c(c3)OCCO4)C2)c1 (stereo not drawn),-9,0%,?,-3%,.,-13,1%,22,0%,4%
Cc1onc(-c2ccccc2Cl)c1-c1nc(-c2ccccn2)no1,-6,-7%,-5%,-4%,0,-3,-6%,21,1%,0%
Cc1ccc(S(C)(=O)=N/C=C2\C(=O)c3sccc3N(C)S2(=O)=O)cc1 (stereo not drawn),-5,-24%,?,-9%,-1,6,-3%,-14,-1%,13%
O=C(Nc1ncc(Cc2ccccc2)s1)C1=NCCN1,5,8%,0%,-10%,-1,-25,-6%,3,6%,2%

# Next part, starting with the last two of the part before.
SMILES,TSHR antag,MLL CXXC-DNA inh,BCR signal inh,TCR activator,Coupling enz,Giardia killer,Tb PFK inh,KCNH2 WT inh,GALK inhibitor,A-T KAP1 phos
Cc1ccc(S(C)(=O)=N/C=C2\C(=O)c3sccc3N(C)S2(=O)=O)cc1 (stereo not drawn),-5,-24%,?,-9%,-1,6,-3%,-14,-1%,13%
O=C(Nc1ncc(Cc2ccccc2)s1)C1=NCCN1,5,8%,0%,-10%,-1,-25,-6%,3,6%,2%
CC(=O)Nc1c(-c2ccccc2)nc2cc(C)ccn12,1,5%,0%,.,0,0,6%,-4,-7%,-12%
CCCC[C@@H]1CNCCN1CCc1cc(C(F)(F)F)cc(C(F)(F)F)c1,0,.,-20%,-3%,.,-6,2%,13,.,0%
O=C(CCN1CCCCC1)c1ccccc1,25,96%[activator],?,1%,-1,7,0%,-9,0%,0%
Cc1cccn2c(=O)c3cc(C(=O)N4c5ccccc5CC4C)n(C)c3nc12 (stereo not drawn),3,4%,7%,-1%,0,-3,0%,-3,-6%,4%
O=C(OCc1nc2ccccc2s1)[C@@H]1CCCN1S(=O)(=O)c1ccccc1F,-7,-3%,?,.,2,.,-3%,.,1%,0%
S=C(NCCCc1ccccc1)Nc1ccccc1,49,?,?,4%,.,14,2%,-14,-6%,4%
Cc1oc(-c2ccccc2F)nc1CN1CCC(C(=O)NCc2ccco2)CC1,4,-3%,7%,-3%,0,6,-4%,33,-3%,-2%
O=C(CSC1=NS(=O)(=O)c2cc(F)ccc2N1)Nc1ccccc1F,18,.,?,2%,.,-9,-13%,1,.,2%
COc1cc(C(=O)NCC(C)C)c([N+](=O)[O-])cc1OC,4,6%,8%,7%,4,-11,-1%,16,-1%,2%
CCP(=O)(c1cccc([N+](=O)[O-])c1)c1cccc([N+](=O)[O-])c1,2,-1%,4%,-4%,1,-12,0%,2,4%,13%
CCOC(=O)C(CCCCCOc1ccc([N+](=O)[O-])cc1)C(=O)OCC,-30,-9%,9%,0%,2,8,-2%,32,0%,17%
CN(/N=C/c1c[nH]c2ccccc12)c1cnn(-c2ccc(F)c(Cl)c2)c(=O)c1Cl,-7,40%[activator],?,-5%,-1,8,-4%,-20,3%,.
Cc1cccc(SCc2noc(C(=O)NC(C)C)c2C(=O)O)c1,-5,1%,?,3%,1,10,0%,-9,-6%,-6%
CCn1c(CNC(=O)COc2c(C)cccc2C)nnc1SCC(=O)Nc1nccs1,2,8%,2%,7%,0,10,0%,36,0%,-3%
CCC1CCCCN1CCCNS(=O)(=O)c1ccc2c(c1)oc(=O)n2C (stereo not drawn),49,7%,-10%,6%,.,-2,-20%,5,7%,31%
Cc1csc2nc(CSc3nncn3-c3ccccc3)c(Br)n12,0,0%,-14%,6%,1,-20,1%,-2,1%,-3%
CCc1ncc(CN2CCCCC2C(=O)Nc2ccc(Oc3ccccc3)nc2)cn1 (stereo not drawn),5,4%,4%,-1%,.,-3,3%,-8,-4%,2%
CCOC(=O)/C(=N/Nc1ccc(OC)cc1)Sc1nnc(CCc2ccccc2)n1-c1ccccc1,14,6%,0%,-34%[inhibitor][46.1 µM],1,4,-3%,6,-3%,-5%
CCOc1cc2[nH]c(=S)n(CCN3CCCCC3CC)c(=O)c2cc1OCC (stereo not drawn),-9,4%,?,-1%,4,10,1%,0,1%,2%
CCOc1c(Cl)cc(/C=C/C(=O)N(CC)CC(=O)NCc2cccs2)cc1OC,-6,.,?,-2%,.,-11,-8%,13,.,1%
CCc1ccc(-n2c(SCC(=O)NC3CCS(=O)(=O)C3)nc3ccccc3c2=O)cc1 (stereo not drawn),1,.,-18%,1%,.,-7,-7%,22,.,-2%
COCc1c(C(=O)N2CCN(CCOc3ccccc3)CC2)oc2ccccc12,-9,.,-12%,-4%,.,-8,-2%,16,.,0%
Cc1csc(=O)n1CC(=O)OCC(=O)NNC(=O)c1ccccc1,11,-4%,1%,-4%,4,-9,0%,-2,1%,3%
Cc1ccccc1SCCNC(=O)CCc1ccccc1,-6,-3%,0%,.,1,.,-3%,.,5%,7%
Cc1ccc(-c2nnc(Nc3ccc(C(=O)N(C)C)cc3)c3ccccc23)cc1S(=O)(=O)NC(C)(C)CO,-4,-2%,-5%,-3%,2,8,1%,-11,5%,15%
O=C(NN1C(=O)/C(=C\c2cccnc2)SC1=S)c1ccco1,-1,-27%,5%,5%,7,-1,15%,-5,2%,-9%
Cc1ccc(NC(=O)CCc2c(C)[nH]c(=O)c(C#N)c2C)cc1,23,-4%,2%,5%,2,-26,2%,-5,11%,-7%
CC(C)(C)NC(=O)Nc1ccc(Br)cc1,-11,-3%,?,5%,-2,-2,-3%,-3,-1%,-7%
NC(=O)COc1ccc(C2c3c(oc4ccccc4c3=O)C(=O)N2CC2CCCO2)cc1 (stereo not drawn),.,-1%,.,4%,5,-5,.,11,1%,.
Cc1ccc(-c2csc(NC(=O)c3c(C)noc3C)n2)cc1,-7,.,11%,0%,.,-7,-4%,-10,.,-12%
CC(C)c1nnc(NC(=O)CCCCCN2C(=O)C3C4C=CC(C4)C3C2=O)s1 (stereo not drawn),3,-12%,-5%,7%,2,2,-2%,-11,2%,16%
COCCNC(=O)c1cc2c(s1)-c1ccc(Cl)cc1SC2,1,-1%,-9%,4%,0,-28,3%,31,.,7%
O=C(NC1CC1)C1=C[C@@H](c2coc3ccccc3c2=O)C[C@@H](OCc2ccc(CO)cc2)O1,-6,-27%,?,5%,0,-24,4%,-3,1%,-7%
CC(=O)Oc1ccc2nc(/C=C/c3ccc(C=O)cc3)oc(=O)c2c1,-7,-10%,?,3%,2,-7,1%,-31,5%,-9%
Cn1ccc(-c2ccccc2)c(C#N)c1=O,-6,3%,0%,-4%,-1,-6,-4%,-12,0%,3%
COc1ccc(C(CNC(=O)C2CCN(S(=O)(=O)c3ccc(F)cc3)CC2)N(C)C)cc1 (stereo not drawn),8,?,-1%,0%,6,2,-5%,7,3%,2%
CN(C[C@H](c1ccccc1)N(C[C@H](Cc1ccccc1)N(CCc1ccccc1)N=O)N=O)N=O,-15,-1%,-4%,0%,1,-9,0%,-3,-1%,3%
Cc1nc(SCc2nc3c(C)cccc3[nH]2)c2oc3ccccc3c2n1,-5,.,0%,-4%,.,3,0%,.,.,6%
C/C(CC(=O)Nc1ccccc1F)=N\NC(=O)Cc1ccc(Cl)cc1,6,6%,?,4%,3,-4,?,11,-4%,16%

# As entered above:
# `CC(=O)Oc1ccc2nc(/C=C/c3ccc(C=O)cc3)oc(=O)c2c1` in Tb PFK inh is entered as 1%
# `CC(C)c1nnc(NC(=O)CCCCCN2C(=O)C3C4C=CC(C4)C3C2=O)s1` (stereo not drawn) in BCR signal inh is entered as -5%
# `COCCNC(=O)c1cc2c(s1)-c1ccc(Cl)cc1SC2` in MLL CXXC-DNA inh is entered as -1%
# `C/C(CC(=O)Nc1ccccc1F)=N\NC(=O)Cc1ccc(Cl)cc1` in GALK inhibitor is entered as -4%
